S1P3 antagonist – S1P3 receptor antagonists, primary screen, cell-based. Sphingosine 1-phosphate receptor 3 (Homo sapiens), Q99500. CHO S1P3 NFAT-BLA reporter, FRET fluorescence, antagonist mode. inhibition, % at 4.98 µM. 170,000 tested, 0.27% active. AID 485, 2006;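 active = inhibition above the plate cutoff, the mean inhibition of test wells on that plate plus 3 SD, cut at about 28% in these data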;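 also: cells challenged with S1P at its EC80 of 0.8 µM; blue over green emission ratio from cleaved BLA substrate after 4 h stimulation; 0% = S1P-stimulated wells and 100% = unstimulated DMSO-only wells; some compounds past the cut are filed as inactive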
Target sequence (Q99500 whole entry, looked up): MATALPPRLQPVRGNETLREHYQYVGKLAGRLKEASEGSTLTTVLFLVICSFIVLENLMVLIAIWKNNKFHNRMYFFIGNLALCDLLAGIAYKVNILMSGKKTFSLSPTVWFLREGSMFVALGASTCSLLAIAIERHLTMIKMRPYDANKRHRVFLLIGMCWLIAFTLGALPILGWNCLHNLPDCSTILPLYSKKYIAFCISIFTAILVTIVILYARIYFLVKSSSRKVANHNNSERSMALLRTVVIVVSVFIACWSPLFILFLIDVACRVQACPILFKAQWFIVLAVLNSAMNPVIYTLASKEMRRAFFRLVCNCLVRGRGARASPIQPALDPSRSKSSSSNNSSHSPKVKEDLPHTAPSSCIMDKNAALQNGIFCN
TNAP inh noacc – human TNAP enzyme inhibitors, primary screen, biochemical, luminescent, no phosphate acceptor, uHTS. Alkaline phosphatase, tissue-nonspecific isozyme (Homo sapiens), P05186. purified TNAP, CDP-star luminescence, 30 min. 200,000 tested, 0.26% active. inhibition, % at 20 µM. AID 1012, 2008;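 active = tissue-nonspecific alkaline phosphatase inhibition above about 50% at 20 µM in the single-dose screen, limit read from the data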;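 also: 0% = DMSO negative control and 100% = EDTA positive control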
Lmaj promast – Leishmania major promastigote growth inhibition, primary screen. Leishmania major promastigotes, resazurin fluorescence viability. inhibition, % at 10 µM. 200,000 tested, 9% active. AID 1063, 2008; in the data active = inhibition above about 50%;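 also: promastigotes grown with compound for 44 hours at 28 °C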
TNAP inh hi DEA – human TNAP enzyme inhibitors, primary screen, biochemical, luminescent, high phosphate acceptor level, uHTS. AID 1135, 2008. inhibition, % at 20 µM. Alkaline phosphatase, tissue-nonspecific isozyme (Homo sapiens), P05186. 200,000 tested, 0.03% active. purified TNAP, CDP-star luminescence, 1 M DEA;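 active = over 50% inhibition of tissue-nonspecific alkaline phosphatase at 20 µM in the single-dose screen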;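 also: plate controls were DMSO wells for no effect and EDTA-quenched wells as full inhibition for full effect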
Efa HMGR inh – inhibitors of E. faecalis class II HMGR, primary screen, biochemical, Enterococcus faecalis | inhibition, % at 10 µM | 190,000 tested, 0.41% active | purified E. faecalis HMGR, NADPH absorbance 340 nm kinetic | HMG-CoA reductase (Enterococcus faecalis, mvaE);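 active = inhibition above a set limit, the median over all tested compounds plus 3 SD, cut at about 9.5% in these data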;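 also: enzyme runs in reverse so mevalonate oxidation gives rising NADPH absorbance; 0% = complete reaction with DMSO and 100% = background rate lacking mevalonate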
Hsp70 activator – Hsp70 transcriptional activators, primary screen, cell-based, HeLa, Hsp70 promoter luciferase, luminescence, 10 µM; AID 1203, 2008; HeLa Hsp70 promoter luciferase reporter; scaled: vehicle 0, proteasome-inhibitor control 100%; activation, % at 10 µM; 200,000 tested, 0.04% active;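 active = activation above the mean across all tested compounds plus 3 SD, cutoff set per campaign, cut at about 5.5% in these data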;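 also: 100% = MG132 at 30 µM as the positive control and 0% = DMSO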
PMI activator – activators of human PMI, primary screen, biochemical, fluorescence intensity, near-Km mannose 6-phosphate | purified human PMI, coupled resazurin fluorescence, 20 min; stronger effect = higher value; 1 = vehicle control, 0 substrate-free wells | 190,000 tested, 0.005% active | activation factor at 20 µM | Mannose-6-phosphate isomerase (Homo sapiens), P34949 | AID 1214, 2008;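 active = activation factor of 2 or more at 20 µM, relative to plate controls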
Target sequence (P34949 whole entry, looked up): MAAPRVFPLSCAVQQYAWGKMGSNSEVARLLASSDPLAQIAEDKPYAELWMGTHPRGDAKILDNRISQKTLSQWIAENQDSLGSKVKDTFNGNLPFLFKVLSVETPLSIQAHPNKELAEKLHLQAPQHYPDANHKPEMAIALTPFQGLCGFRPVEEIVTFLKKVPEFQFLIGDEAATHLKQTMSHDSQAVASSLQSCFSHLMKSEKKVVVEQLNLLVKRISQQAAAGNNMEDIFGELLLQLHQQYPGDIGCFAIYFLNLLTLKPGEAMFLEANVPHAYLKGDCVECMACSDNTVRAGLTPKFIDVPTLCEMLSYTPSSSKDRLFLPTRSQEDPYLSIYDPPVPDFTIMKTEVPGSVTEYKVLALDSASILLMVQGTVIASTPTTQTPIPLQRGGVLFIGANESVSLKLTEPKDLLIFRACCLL
DTT redox prof – compounds producing H2O2 with reducing agent – biochemical, NIH compound library profiling, artefact control for MLSCN library redox annotation, primary screen; activation, % at 10 µM; 200,000 tested, 0.03% active; DTT-dependent redox cycling H2O2, phenol red/HRP absorbance; 100% = 100 µM peroxide control, 0% = buffer;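 active = activation of at least 50% relative to the plate's high and low controls in the primary single-dose screen; inactive = activation below 50%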;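 also: compound incubated with DTT at 0.8 mM final as the reducing agent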
PMI act hi M6P – human PMI activators, high substrate, primary screen, biochemical, fluorescence intensity, near-saturating mannose 6-phosphate. activation factor at 20 µM. AID 1216, 2008. coupled PMI enzyme assay, resazurin fluorescence, 20 min; stronger effect = higher value; 1 = untreated enzyme, 0 = substrate-free blank. 190,000 tested, 0.34% active. Mannose-6-phosphate isomerase (Homo sapiens), P34949;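 active = activation factor of 2 or more at 20 µM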
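Test system: human PMI in coupled enzyme assay; Input: PMI at 15 ng/mL final; Medium: HEPES buffer, pH 7.4; Schedule: 20 min incubation at room temperature; Technique: resorufin fluorescence at Ex 544/Em 590 nm; Compound: 20 µM single dose; Probe or stimulus: Near-saturating mannose-6-phosphate, 1.0 mM.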
RAM network inh – inhibitors of the yeast RAM network, primary screen, dse1pr::URA3 reporter, 5-FOA selection; S. cerevisiae dse1pr::URA3 reporter, 5-FOA growth OD615, 2 d; analog-sensitive cbk1-as2 kinase mutant strain; inhibition, % at 50 µM; 190,000 tested, 1.8% active;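 active = inhibition above a set limit, 3 SD over mean compound inhibition, cut at about 8.4% in these data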;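 also: 0% = DMSO-only wells with no growth and 100% = 10 µM 1-NA-PP1 full growth; inhibition rescues growth on 5-FOA so higher OD means more RAM inhibition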
* hit, by the source's call; x = not tested or not shown.

structure	S1P3 antagonist	TNAP inh noacc	Lmaj promast	TNAP inh hi DEA	Efa HMGR inh	Hsp70 activator	PMI activator	DTT redox prof	PMI act hi M6P	RAM network inh
CCN(CC)C(=O)CSc1nc2c(sc(=S)n2-c2ccccc2)c(=O)[nH]1	-28	-9	-3	2	-1	-0.3	1.1	-0.2	1.2	1.9
N#Cc1nc(Cc2cccc3ccccc23)oc1NCCCN1CCOCC1	8	-9	20	0	-2	-0.1	1	1.1	0.8	0.6
Nc1c(C(=O)Nc2nccs2)sc2nc(-c3cccs3)cc(C(F)(F)F)c12	x	0	0	-3	0	-0.3	0.8	1.8	0.9	1.4
CCCN1CCN(c2nc3c([nH]2)c(=N)ncn3CC(O)CO)CC1 (centres undefined)	-49	-10	-1	-3	-1	-0.2	1	1.2	1	2.5
CCCCOc1nc2ccccc2nc1C(C#N)C(=O)NC1CCCCC1 (centres undefined)	x	3	-1	-1	-4	-0.2	0.9	0.3	0.9	12*
COc1ccc(Cl)cc1NC(=O)N1CCN(CCc2ccccc2)CC1	0	-8	1	-2	-2	-0.3	0.9	0.7	0.9	0.8
Cc1ccc(C)c(S(=O)(=O)N2CCN(CC(=O)Nc3ccc([N+](=O)[O-])cc3)CC2)c1	7	-17	27	2	0	-0.4	1	0.0	1	1.4
CC1NC2(C(=O)N(Cc3ccccc3)c3ccccc32)C2C(=O)N(c3ccccc3)C(=O)C12 (centres undefined)	-16	-11	-6	2	-11	-0.2	0.9	-0.3	0.9	-0.3
O=C(NN=C1CCCCCCCCCCC1)c1ccncc1	3	2	1	-8	2	0.1	1.4	-0.6	1.2	3.9
CC1(C)CC(=O)C(C=NCCN2CCN(C(=O)C34CC5CC(CC(C5)C3)C4)CC2)=C(O)C1	x	-8	x	-4	x	x	1.4	x	1.7	x
Cc1nc2cc(-c3cccs3)nn2c(NCC(C)(C)CN(C)C)c1C	0	1	6	-6	2	-0.1	0.8	1.7	0.9	1.8
CC(C)=C1C2C=CC1C(C(=O)Nc1cccc(C)c1)C2C(=O)O (centres undefined)	-26	-14	3	-8	2	-0.3	1.1	-1.0	1	1.7
CCCCN(CCCNC(=O)C1CCN(S(=O)(=O)N2CCOCC2)CC1)c1ccccc1	22	-10	26	0	-1	-0.1	0.9	-0.1	0.7	-0.2
Cc1ccc(-n2c(N)c(-c3nc4ccccc4n3C)sc2=S)cc1	32	-21	2	5	1	-0.3	0.5	3.7	1	3.9
CCNC(=O)CSc1nnc(-c2cc(-c3ccc(Cl)cc3)nc3ccccc23)o1	9	3	-1	2	-2	-0.2	0.9	0.5	1	0.2
N#Cc1ccccc1Cn1c(=O)n(C2CCCC2)c(=O)c2ccccc21	x	-15	4	-3	-2	-0.5	0.9	0.0	0.9	-0.1
COc1ccc(CCNC(=O)C(=O)NCC2OCCN2S(=O)(=O)c2ccc(Br)cc2)cc1 (centres undefined)	11	-10	-4	-6	-5	-0.4	1	-0.7	1.1	3.3
CCOc1ccc(C(=O)N(Cc2ccc(N(C)C)cc2)C2CCS(=O)(=O)C2)cc1 (centres undefined)	4	-11	1	-5	-1	-0.1	0.8	0.1	0.8	2.1
O=C(CCCCn1c(=O)c2ccccc2n(CC(=O)Nc2cccc(F)c2)c1=O)NCc1ccco1	4	-15	4	-7	-2	-0.2	0.9	0.6	0.9	2.0
CC(CNC(=O)c1ccc(N)cc1)NC(=O)c1ccc(N)cc1 (centres undefined)	-23	-16	-2	-3	-1	-0.2	1.1	0.0	1	1.1
COc1ccc(-c2cc(C(=O)OCC(=O)Nc3ccc4c(c3)OCO4)c3ccccc3n2)cc1	-5	-17	14	1	-1	0.3	0.9	1.2	0.9	2.3
CC1(C)Oc2ccc3ccc(=O)oc3c2/C(=C/NC2CCCCC2)C1=O	x	0	5	4	-2	-0.4	0.9	-0.3	0.9	3.9
O=C(Nc1ccccc1C(=O)N1CCOCC1)c1cccnc1	x	-7	-5	-5	2	-0.3	1	-0.6	1.1	-0.5
CCOC(=O)N1CCN(C(=O)c2nn(-c3ccc(C)cc3)c(=O)c3c2c2ccccc2n3C)CC1	-14	-12	-6	-4	-1	-0.4	0.9	1.4	1	2.9
COC(=O)c1sccc1NC(=O)c1c(C)noc1C	17	-7	-3	-1	-6	0.0	1	2.6	1	1.5
O=C(CSc1nnc(-c2ccc(OC(F)F)cc2)o1)N1CCOCC1	-6	-12	-2	-9	0	0.0	1	0.0	1.1	1.6
CC(=O)OC(C(=O)NCc1ccc2c(c1)OCO2)c1ccccc1Cl (centres undefined)	13	-8	-4	3	-3	-0.5	1.1	1.9	1.2	0.9
CC(=O)n1cc([C@H]2C=C(C(=O)O)O[C@@H](OCCCCO)C2)c2ccccc21	-9	-4	-7	-2	1	-0.1	1.2	0.3	1	0.0
Cc1ccccc1NC1=C/C(=N\S(=O)(=O)c2cccs2)c2ccccc2C1=O	x	9	100*	18	-2	-0.4	0.7	0.9	0.8	2.1
S=C(Nc1ccccc1Oc1ccccc1)Nc1cccc(Cl)c1Cl	-12	2	14	7	-4	-0.3	0.9	0.7	1	6.8
C/C(=N\NC(=O)c1cccs1)c1ccc2c(c1)OCO2	-14	1	-4	-2	-1	-0.1	1.1	-1.8	0.9	-0.1
Cc1cc(C2=NNC(=NC3CC3)SC2)c(C)n1-c1ccccc1	-11	-14	18	0	3	-0.5	0.8	-0.2	0.9	2.0
CCOC(=O)c1c(SC)nc(SC)c2c1CCC2	x	-9	-5	-1	-2	0.2	0.9	1.3	0.9	4.8
N#Cc1c(Cl)cccc1-n1ccnc1	x	-6	-3	-4	-3	-0.3	1	1.5	1	0.5
CC(=O)c1cccc(OCC(=O)N2CCN(c3ccc(C(F)(F)F)cn3)CC2)c1	-11	-10	-4	-3	0	0.0	1.1	-0.4	1.1	0.8
Cn1c(=O)c2c(nc(NCc3ccccc3)n2CCCc2ccccc2)n(C)c1=O	4	-16	31	-4	-2	-0.5	0.9	0.3	1	4.4
COc1ccc(C(=O)OCc2csc(C)n2)c(O)c1	11	-14	-1	-5	-3	0.3	1.1	-0.5	1	-0.1
CC1=NN(C(=O)Cc2ccc(C)cc2)C(O)(c2cccnc2)C1 (centres undefined)	x	-2	-5	-2	-4	-0.4	1	0.1	0.9	1.6
Cc1onc(-c2ccccc2Cl)c1C(=O)OCC(=O)c1ccc2c(c1)OCCO2	19	-6	3	-3	1	-0.6	1	0.2	1	3.3
O=C(NCC1CCCO1)C(c1ccncc1)N(Cc1cccs1)C(=O)Cn1nnc(-c2ccc(F)cc2)n1 (centres undefined)	-13	-8	16	-1	-1	-0.5	x	0.4	x	0.2
CC(O)CNCCOc1ccccc1OCc1ccccc1 (centres undefined)	-2	-11	88*	-5	-10	-0.3	1	-2.4	1.1	0.8
CCC(CC)C(=O)Nc1nc(-c2ccc3c(c2)CCN3C(=O)C2CC2)c(C)s1	x	5	16	-4	-1	-0.5	0.9	0.3	0.9	5.5
COc1cccc(-c2cc(C(=O)N3CC4(C)CC3CC(C)(C)C4)no2)c1 (centres undefined)	-6	-1	39	-7	-5	-0.3	0.9	0.6	0.9	10*
O=C(NCCOc1nc(N2CCOCC2)nc(N2CCOCC2)n1)Nc1ccccc1	x	-10	-6	-4	-2	0.1	1	2.3	0.9	1.6
O=C(NC(=S)N1CCN(c2ccc(Cl)cc2[N+](=O)[O-])CC1)c1cccs1	12	2	75*	5	-3	-0.6	0.9	-0.6	1	1.4
CCOC(=O)c1[nH]c2ccc(F)cc2c1N=C(C)N(CC)CC	x	-8	-3	-6	0	-0.6	0.9	-0.8	0.9	-0.6
COc1ccc(C(=O)NNC(=O)Cc2ccc(-c3ccccc3)cc2)cc1OC	x	-13	17	-3	1	-0.2	1	-4.5	1.1	3.3
COC(=O)C1=C(O)/C(=C\c2cc(C)n(-c3ccccc3F)c2C)N=C1C	-5	0	18	4	-1	0.7	1.6	0.2	1.5	0.7
Cc1ccc(C)c(N(CC(=O)NC2CCCC2)C(=O)CCCC(=O)Nc2ccccn2)c1	-9	-4	1	-11	-3	-0.2	1	0.3	1.1	0.3
CS(=O)(=O)N(CC(=O)NCc1ccncc1)c1ccc(F)c(Cl)c1	-5	-4	10	-1	-4	-0.2	1	-0.9	1	0.0
O=C(NC(=O)N1CCN(c2ccc(F)cc2)CC1)c1ccccc1	x	-8	-2	-3	-3	-0.6	0.9	0.0	1	2.0
Cc1c(NC(=S)NC(NC(=O)CC(C)C)C(Cl)(Cl)Cl)c(=O)n(-c2ccccc2)n1C (centres undefined)	3	-9	-6	-2	-9	-0.4	0.9	-0.1	1	-0.7
Cn1c(SCC(=O)NCCNC(=O)CSc2nnc(C(F)(F)F)n2C)nnc1C(F)(F)F	x	-12	-4	1	-4	-0.4	1	0.1	1.1	0.8
COc1ccc(-n2c(=S)[nH]c3c(oc4ccccc43)c2=O)cc1	-7	-21	18	-3	-1	-0.2	1.1	-0.1	1.1	4.2
COc1ccc(CCNC(=O)C2CC(=O)N(c3ccc(Br)cc3)C2)cc1OC (centres undefined)	8	-10	3	-5	6	-0.1	1	-2.1	1	2.5
Cc1ccc(Cl)cc1N1CCN(C(=O)C(=O)N2CCCCC2)CC1	-13	-12	1	-3	-1	0.1	0.9	-0.1	0.9	0.0
Cc1ccc(S(=O)(=O)Nc2cc(C)nn2-c2ccccc2)cc1	5	-8	-9	-2	-6	-0.4	0.9	-0.3	0.9	1.1
Cc1ccnc(NC(=O)c2cccc(NS(=O)(=O)c3ccccc3C)c2)c1	x	-9	91*	-2	1	-0.2	0.9	0.1	1	0.7
COC(=O)c1sccc1NC(=O)c1c(-c2ccccc2)noc1C	-5	-8	17	-2	0	-0.5	0.8	0.4	1	1.5

Outcome played no part in choosing rows; about 12% have a hit in one of these screens.
